hERG rescue: hERG (human) protection from proarrhythmic block; 310,000 tested, 0.51% active; activation (rescue from dofetilide block), less the hit threshold, % at 10 µM; CHO-hERG, FluxOR thallium flux, dofetilide IC70 present; Q12809;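 active = activation above the mean of controls blocked by dofetilide plus 5 SD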;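 note: thallium influx through hERG after potassium depolarization seen as dye fluorescence rise; in these data hits start at about 4.7%; inactives centre near -7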
Dyrk1A ADPGlo: blocks rat Dyrk1A kinase activity; inhibition, % at 12.5 µM; ADP-Glo luminescence, NFATc1 peptide; AID 504441; 310,000 tested, 0.43% active; Q63470; in the data active = inhibition above about 50%;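 note: plate controls were vehicle with enzyme for no effect and no enzyme for full effect; many of its hits are not listed in these tables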
KCNK9 block: blocks the human KCNK9 two-pore domain potassium channel; HEK293 KCNK9, FluxOR thallium flux fluorescence; active compounds read low; B-score at 10 µM; Q9NPC2; 310,000 tested, 1.2% active;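 active = ratio B-score over 3 SD below the library mean, with starting fluorescence within 5 SD of its mean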;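 note: negative B-score means less thallium flux so channel inhibition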
Target sequence (Q9NPC2 whole entry, looked up, the tested form may be a part): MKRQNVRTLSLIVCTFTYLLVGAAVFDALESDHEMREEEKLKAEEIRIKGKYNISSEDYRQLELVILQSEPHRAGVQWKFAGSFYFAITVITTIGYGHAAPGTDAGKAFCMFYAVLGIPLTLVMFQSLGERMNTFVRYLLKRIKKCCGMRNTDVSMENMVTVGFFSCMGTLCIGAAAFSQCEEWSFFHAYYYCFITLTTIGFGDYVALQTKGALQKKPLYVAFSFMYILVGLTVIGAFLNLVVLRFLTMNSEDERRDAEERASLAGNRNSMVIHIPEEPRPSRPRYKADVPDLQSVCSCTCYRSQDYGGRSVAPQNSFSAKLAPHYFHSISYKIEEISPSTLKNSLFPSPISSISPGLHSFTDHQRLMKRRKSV
GSK3beta inhib: blocks human GSK3beta kinase activity. P49841. GST-GSK3beta kinase, ADP-Glo luminescence, 60 min; active compounds read low. activity score (negative = inhibition), % at 10 µM. 300,000 tested, 0.038% active. AID 2097;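 active = more than half of replicate wells score below -50%, meaning over 50% inhibition versus plate controls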;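 note: 0% = median DMSO wells and -100% = median GW8510 positive control wells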
Target sequence (P49841 whole entry, looked up): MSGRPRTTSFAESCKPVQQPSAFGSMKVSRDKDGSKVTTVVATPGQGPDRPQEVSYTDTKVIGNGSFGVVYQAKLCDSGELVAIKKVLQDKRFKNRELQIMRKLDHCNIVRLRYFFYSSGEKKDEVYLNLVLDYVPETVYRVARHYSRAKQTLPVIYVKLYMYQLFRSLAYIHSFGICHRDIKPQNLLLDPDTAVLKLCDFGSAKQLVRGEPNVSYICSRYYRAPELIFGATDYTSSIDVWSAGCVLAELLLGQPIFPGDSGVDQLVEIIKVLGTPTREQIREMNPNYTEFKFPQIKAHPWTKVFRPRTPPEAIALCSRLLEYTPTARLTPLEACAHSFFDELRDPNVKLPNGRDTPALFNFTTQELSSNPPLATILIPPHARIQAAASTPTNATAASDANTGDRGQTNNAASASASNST
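test system = GST-tagged human GSK3beta kinase, cell-free | reagent = 25 µM ATP with peptide substrate | dosing = one dose of 10 µM per compound | schedule = 60 min reaction, RT | detection = luminescent ADP-Glo measurement of ADP formed | control set = DMSO neutral wells and GW8510 at 20 µM as positive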
KCNQ1 inh: blocks the human KCNQ1 potassium channel; P51787; CHO-K1 KCNQ1, FluxOR thallium flux fluorescence; active compounds read high; B-score at 10 µM; 310,000 tested, 1.3% active;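 active = compounds whose thallium flux B-score, printed positive for inhibition, exceeds three library SD while starting fluorescence stays within three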;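 note: channel opened by potassium depolarization with thallium stimulus after 20 min compound exposure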
KCNK3 inh: human KCNK3 channel inhibition, primary screen. 340,000 tested, 0.84% active. CHO-KCNK3 thallium flux, FluxOR fluorescence; active compounds read low. B-score at 10 µM. O14649. AID 602410;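 active = B-score under library mean minus 4 SD, starting fluorescence ratio at most library mean plus 5 SD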;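 note: more negative B-score means stronger inhibition of thallium flux through KCNK3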
GSK3A inh: inhibitors of human GSK-3 alpha kinase; P49840; ADP-Glo luminescence, 60 min; inhibition, % at 10 µM; 320,000 tested, 0.1% active; AID 2650;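 in the data active = inhibition above about 50%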;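 note: GST-tagged GSK-3 alpha with peptide substrate and 25 µM ATP; 0% = DMSO neutral wells and 100% = GW8510 positive control wells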
RGS4 pot: potentiators or activators of RGS4 | HEK293 M3R/inducible RGS4, carbachol calcium flux Fluo4; active compounds read low | B-score at 10 µM | 310,000 tested, 0.92% active;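 active = B-score of the integrated calcium signal more than 4 SD below the library mean, with starting fluorescence not abnormally high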;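 note: negative B-score means reduced calcium response which marks RGS4 activation or potentiation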
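Test system: HEK293 cells with stable M3R and inducible RGS4; also added: carbachol at ECmax as muscarinic agonist stimulus; schedule: dye loading 30 min 37 °C, buffer rest 30 min RT; technique: kinetic calcium fluorescence imaging with Fluo4-AM dye, 2 µM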
RGS4 block: human RGS4 inhibition | AID 463165 | 310,000 tested, 0.45% active | B-score at 10 µM | P49798 | HEK293 M3R/RGS4 inducible, Fluo-4 calcium flux; active compounds read high; triggered by carbachol at its EC20;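 active = B-score, a plate-corrected calcium signal, over three deviations above library mean, with baseline fluorescence within five deviations of library mean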;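 note: RGS4 expression induced by doxycycline in cells with stable M3 receptor; B-score is computed from the integrated fluorescence ratio over baseline after carbachol; higher B-score means a larger calcium signal and so more RGS4 inhibition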
Target sequence (P49798 whole entry, looked up): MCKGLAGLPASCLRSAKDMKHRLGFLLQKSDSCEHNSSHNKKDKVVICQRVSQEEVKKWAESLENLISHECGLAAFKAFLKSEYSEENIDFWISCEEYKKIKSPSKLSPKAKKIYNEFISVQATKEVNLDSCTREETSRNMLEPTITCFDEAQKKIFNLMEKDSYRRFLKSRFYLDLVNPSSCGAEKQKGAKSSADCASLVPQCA
PolyA inhibitor: yeast polyadenylation inhibition | S. cerevisiae SKY197-pL101 polyadenylation reporter, beta-gal luminescence; efflux-impaired pdr1/pdr3 knockout yeast; score 100 = 6 SD above DMSO | calls only at 12 µM | 300,000 tested, 0.02% active;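 active = lowest replicate activity score at least 50, where 100 means six control SD above control mean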;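 note: yeast exposed to compound for 9 h at 30 °C; higher score means more reporter readthrough which indicates perturbed polyadenylation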
KCNQ1 pot: human KCNQ1 channel potentiation or activation. CHO-K1 KCNQ1, thallium flux FluxOR fluorescence; active compounds read high. B-score at 10 µM. 310,000 tested, 0.35% active. AID 2648;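 active = fluorescence ratio B-score, a plate-corrected score, at least three library SD, with initial intensity B-score within 5 SD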
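Assay system: CHO-K1 cells stably expressing KCNQ1. Medium: assay buffer for compound exposure, DMSO matched across wells. Timing: 37 °C overnight plating, 90-min dark dye load, 20-min compound pretreatment. Signal: kinetic FluxOR fluorescence, 10 s baseline plus 110 s post-stimulus.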
The depositor's hits bear a star; i = inactive; · = not tested or not shown. The list is partial (hit frequency here may not be typical).

Molecule	hERG rescue	KCNK3 inh	KCNQ1 pot	RGS4 block	GSK3beta inhib	Dyrk1A ADPGlo	RGS4 pot	GSK3A inh	KCNQ1 inh	PolyA inhibitor	KCNK9 block
CC(C#Cc1ccc2c(c1)COc1c3ccccc3nn1-2)OC(C)(C)C (configuration not stated)	-11	i	i	i	-4	-10	i	-1	i	·	i
CCOC(=O)Cc1nnc2c(Nc3ccc(Cl)cc3)nc3nonc3n12	-8	i	i	i	5	-1	i	-1	i	i	i
Cn1c(SCc2ccccc2)nnc1-c1ccco1	-12	i	i	i	0	0	i	-2	i	i	i
COC(=O)Cc1[nH]n(-c2ccccc2)c(=O)c1C=Nc1ccc(C)cc1	-10	i	i	i	1	17	i	2	i	i	i
COc1cc(C(C)=O)ccc1OCc1nnc(-c2ccccc2Br)o1	-11	i	i	i	0	-5	i	0	i	i	i
COC(=O)c1cc2nc(-c3ccc(C)cc3)cc(C(F)(F)F)n2n1	-7	i	i	i	2	3	i	1	i	i	i
O=C(NCc1ccncc1)c1c(F)c(F)c(F)c(F)c1F	-16	i	i	i	1	8	i	2	i	i	i
O=C(O)c1cc(-c2ccc(Cl)c(Cl)c2)n(-c2ccccc2)n1	-4	i	i	i	-2	0	i	-7	i	i	i
Cc1cc(C)cc(N(CC(=O)Nc2ccccc2-c2ccccc2)S(=O)(=O)c2ccccc2)c1	-12	i	i	i	-2	3	i	0	i	i	i
COc1ccc(NC(=O)C(c2ccc(C)cc2)N(C)C(=O)CC2NC(=O)NC2=O)cc1 (configuration not stated)	-5	i	i	i	1	-5	i	-3	i	i	i
COc1ccc(S(=O)(=O)N2CCC(NC(=O)OCc3c(Cl)cccc3Cl)CC2)cc1	-6	i	i	i	2	-2	i	-2	i	i	i
O=C(Nc1cccc(Cl)c1Cl)c1snnc1-c1ccccc1	-8	i	i	i	-1	0	i	-1	i	i	i
CC(C)(CNC(=O)c1sc2cc(Cl)ccc2c1Cl)N1CCOCC1	-10	i	i	i	-2	-6	i	0	i	i	i
O=C(NN1CCOCC1)c1cc(-c2ccc(Cl)c(Cl)c2)nc2ccccc12	-11	i	i	i	2	0	i	1	i	i	i
Cc1nnc(Oc2ccc([N+](=O)[O-])cc2)c2ccccc12	-3	i	i	i	0	-3	i	0	i	i	i
CCn1c(=O)n(CCc2ccccc2)c(=O)c2c3c(sc21)CCCC3	-7	i	i	i	-2	4	i	·	i	i	i
CC(C)(C)c1ccc(C(=O)C2CCCN(C(=O)c3ccccn3)C2)cc1 (configuration not stated)	-22	i	i	i	1	-8	i	·	i	i	i
O=C(NCc1ccco1)C1CCN(S(=O)(=O)c2ccc(-n3cnnn3)cc2)CC1	-6	i	i	i	1	17	i	0	i	i	i
O=C(Nc1cccc(O)c1)c1ccc(NC(=O)C2CCCO2)cc1 (configuration not stated)	-6	i	i	i	-3	11	i	2	i	i	i
O=C(NNC(=O)c1ccc(-c2ccccc2)cc1)Nc1ccccc1	-4	i	i	i	2	-3	i	-2	i	i	i
Nc1ccccc1C(=O)Nc1ccc(Cl)cc1Cl	-2	i	i	i	0	11	i	-1	i	i	i
O=C(NCc1n[nH]c(=S)n1-c1ccc(F)cc1)c1ccc(S(=O)(=O)N2CCOCC2)cc1	-4	i	i	i	-1	-2	i	0	i	i	i
Cc1ccc(S(=O)(=O)NCCC(=O)NCC(c2cccs2)N2CCOCC2)cc1 (configuration not stated)	-6	i	i	i	1	8	i	-2	i	i	i
Fc1ccccc1Oc1nc(-c2ccncc2)nc2ccccc12	-10	i	i	i	0	-2	i	0	i	i	i
CCOC(=O)c1c(CSc2ccsc2)n(C)c2cc(Br)c(O)c(CN(C)C)c12	-17	i	i	i	2	0	i	4	i	i	i
COc1ccc(CN2C(=O)c3oc4ccccc4c(=O)c3C2c2ccc(O)c(OC)c2)cc1 (configuration not stated)	-5	i	i	i	4	-2	i	·	i	i	i
O=C(NCC(c1cccnc1)N1CCOCC1)c1cccc(Cl)c1 (configuration not stated)	2	i	i	i	-1	-2	i	-3	i	i	i
COc1ccc(C(=O)C[n+]2cccc(C)c2)cc1	-5	i	i	i	3	0	i	4	i	i	i
CC(C)CCOP(=O)(c1ccc(N(C)C)cc1)C(O)c1ccc(N(C)C)cc1 (configuration not stated)	-7	i	i	i	-2	0	i	1	i	i	i
CC(C)NS(=O)(=O)c1ccc(CCC(=O)NCc2ccccn2)cc1	-9	i	i	i	0	·	i	-3	i	i	i
COc1cccc(C(=O)Oc2ccc3ccc(O)cc3c2)c1	-2	·	i	i	1	·	i	-5	i	i	i
O=C(N/N=C/c1c(-c2ccccc2)[nH]c2ccccc12)c1cccnc1	-16	i	i	i	0	14	i	-1	i	i	i
Cn1c(=O)n(CC(=O)NCC2CCCO2)c(=O)c2c3c(sc21)CCCC3 (configuration not stated)	-10	i	i	i	2	-2	i	-3	i	i	i
Cc1ccc(C(=O)CSc2n[nH]c(C)n2)cc1	-26	i	i	i	2	-8	i	-16	i	i	i
CCOC(CCNC(=O)c1cn(C)c(=O)c2c1c1ccccc1n2C)OCC	-9	i	i	i	-9	0	i	-2	i	i	i
O=C(NN=C1CCCC1)c1[nH]c2ccc(Br)cc2c1-c1ccccc1	-16	i	i	13*	0	·	i	-1	7*	i	-8.7*
CN(C)CCNC(=O)c1cc2c(=O)n(C)c3ccccc3c2n1C	-4	i	i	i	-6	53*	i	·	i	i	i
O=C(NCCN1CCCC1)c1ccc(Cl)cc1	-14	i	i	i	0	-4	i	3	i	i	i
COc1ccccc1NC(=S)NC(=O)CC(C)C	-3	i	i	i	-10	20	i	-2	i	i	i
O=C(CSc1ccc(-c2ccco2)nn1)c1ccc(F)cc1	-9	i	i	i	1	1	i	-1	i	i	i
CN1CCC(=C(c2ccccc2)c2ccc(Br)cc2)CC1	-18	i	i	i	-7	-3	-7.7*	-11	i	i	i
O=C(Cn1cnc2c(nnn2Cc2ccccc2)c1=O)c1ccccc1	-11	i	i	i	2	-2	i	-1	i	i	i
COc1ccccc1/C=C1/SC(=O)N(CCC(=O)Nc2ccc(S(=O)(=O)Nc3nccs3)cc2)C1=O	-8	i	i	i	-4	-2	i	-2	i	i	i
COc1ccc(CN(C)c2ncnc(N)n2)cc1	-2	i	i	i	-4	-1	i	·	i	i	i
COc1ccc(Nc2nccc3c2ncn3C)cc1	-6	i	i	i	-7	14	i	-2	i	i	i
CCc1cccc(C)c1NC(=O)COC(=O)c1ccc2c(c1)S(=O)(=O)c1ccccc1C2=O	-10	i	i	i	-5	4	i	0	i	i	i
CC(C)NC(=O)c1onc(CSc2cccc(F)c2)c1C(=O)O	-6	i	i	i	5	4	i	-8	i	i	i
COC(=O)c1cnn(C(=O)c2ccccc2Br)c1N	-11	i	i	i	3	11	i	·	i	i	i
O=C(NCc1ccc(F)cc1)c1ccc[nH]1	-11	i	i	i	0	5	i	-1	i	i	i
CC(=O)c1cccc(Nc2nc(-c3cccnc3)cs2)c1	-3	i	i	i	-2	·	i	10	i	i	i

(next part)
Molecule	hERG rescue	KCNK3 inh	KCNQ1 pot	RGS4 block	GSK3beta inhib	Dyrk1A ADPGlo	RGS4 pot	GSK3A inh	KCNQ1 inh	PolyA inhibitor	KCNK9 block
Cc1c(C(=O)N2CCOCC2)c(S(=O)(=O)Nc2ccc(F)cc2)c(C)n1C	-12	i	i	i	0	-7	i	1	i	i	i
CC(C)(C)NC(=O)c1cc(-c2ccccc2)n[nH]1	-11	i	i	i	2	·	i	-4	i	i	i
CCCCC1=CC2=CC(=O)C(C)(OC(=O)CC)C(=O)C2=CN1CCN1CCOCC1 (configuration not stated)	-14	·	i	i	3	·	i	-3	i	i	i
CCOC(=O)c1c(NC(=O)COc2ncnc3ccccc23)sc(C)c1CC	-7	i	i	i	0	·	i	-1	i	i	i
COc1cc(/C=C(\C#N)c2nc3c(s2)CCCC3)ccc1O	-24	·	i	i	-2	·	i	-8	i	i	i
CCCC1CCC(C2=N/C(=C\c3ccc(OC)c(OC)c3)C(=O)O2)CC1 (configuration not stated)	-11	i	i	i	2	-2	i	-5	i	i	i
O=C(C1CCN(C2CCN(C/C(Cl)=C/c3ccccc3)CC2)CC1)N1CCOCC1	-15	i	i	i	-1	1	i	-4	i	i	i
COC(=O)C(C)NC(=O)C1CCCN1S(=O)(=O)c1cc(C)c(Cl)cc1C (configuration not stated)	-6	i	i	i	0	3	i	-1	i	i	i
Cc1cc(C)nc(-n2ncc3c2CC(c2ccccc2C)CC3=O)n1 (configuration not stated)	-13	i	i	i	0	-1	i	5	i	i	i
CCc1ccc(OCCNC(=O)c2ccc(S(=O)(=O)N(C)C)cc2)cc1	-3	i	i	i	2	-18	i	-2	i	i	i
Cc1ccc2oc(-c3cccc(NC(=S)NC(=O)/C=C/c4ccco4)c3)nc2c1	-11	i	i	i	3	-1	-7.1*	0	i	i	i
CCOC(=O)CNS(=O)(=O)c1cc(-c2nn(C)c(=O)c3ccccc23)ccc1C	3	i	i	i	-3	2	i	1	i	i	i
CCC(Sc1nc2ccncc2[nH]1)C(=O)Nc1cc(Cl)ccc1C (configuration not stated)	-9	i	i	i	3	-1	i	0	i	i	i
COc1ccc(N2CCN(Cc3cc(=O)oc4ccc5ccccc5c34)CC2)cc1	-1	i	i	i	4	3	i	-1	i	i	i
O=C(/C=C/c1ccc([N+](=O)[O-])cc1)NNC(=O)C1CC1	-5	i	i	i	0	·	i	1	i	i	i
CCCCCCC(=O)N=Nc1c(O)[nH]c2ccc([N+](=O)[O-])cc12	-4	i	i	i	-2	-4	i	2	i	i	i
COc1ccc(CC(=O)NCCN2CCCC2)cc1	-3	i	i	i	1	6	i	-1	i	i	i
COc1ccc(C(=O)c2ccc(OC)c3cccc(O)c23)cc1OC	-6	i	i	i	0	5	i	·	i	i	i
CCOC(=O)c1cc(C#N)c(SCc2ccc(C#N)cc2)nc1C	-2	i	i	i	2	-3	i	-2	i	i	i
CC1CC(C)CN(CCCNC(=O)c2ccc3c(c2)NC(=O)CS3)C1 (configuration not stated)	-10	i	i	i	1	·	i	-1	i	i	i
COc1ccccc1CC(=O)Nc1nc(-c2ccc(F)c(F)c2)cs1	-11	i	i	i	5	4	i	-2	i	i	-17*

Screening data: PubChem, several laboratories
